TSG101-PTAP inh: blocks PTAP/TSG101 interaction to inhibit HIV-1 budding; Potency, µM (titrated, usually from 115 µM), for the others: at the top dose activity change, negative = inhibition, usual class: inhibitors; 340,000 tested, under 10 active; Fluorescence polarization, FITC-PTAP peptide / Tsg101 binding; AID 493005; active = well fitted inhibition curve with a large enough effect in the main read-out, with a control signal flat, not every such curve was filed as active; inconclusive = small, poorly fitted or top-dose-only effect, or effect the other way, or a change in a side signal; inactive = no such curve, though single readings can be large or run the other way; note: potency is the fitted concentration of half-maximal effect; % of control where 0% means no effect
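Fluorescence anisotropy tracks displacement of a FITC-tagged PTAP peptide (50 nM) from the Tsg101 binding domain (10 uM), following a 20 min room-temperature incubation at pH 7.5.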
p53 reactivation: restores transcriptional activity of mutant p53 | H1299 p53-A138V BP100-luciferase reporter, luminescence, 24 h | Potency, µM (titrated, usually from 92.2 µM), for inactives: top-dose activity change, positive = activation, most hits filed as activators | hit rate 0.063% among 320,000; note: potency is the fitted concentration of half-maximal effect; % of control where 0% means no effect; nearly all actives have a fitted effect of over 45% in size
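p53-null H1299 cells stably carrying temperature-sensitive p53-A138V and a BP100-luciferase reporter were pinned with compounds (4-point, 1:5 series) and held 24 hrs at 37 deg C. Luminescence was read 10 min after detection reagent.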
USP2a inh: inhibitors of human ubiquitin-specific protease USP2a | AID 463254 | USP2 core, Ub-CHOP2 coupled fluorogenic reporter, 485/531 | Potency, µM (highest dose often 38.3 µM), inactives show top-dose activity change, negative = inhibition, most hits filed as inhibitors | hit rate 0.01% among 330,000;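 note: potency is the fitted concentration of half-maximal effect; plate controls were DMSO wells for no effect and full inhibition by NEM control for full effect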
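Deubiquitinase activity read as fluorescence (485/531 nm) after Ub-CHOP2 cleavage activates the enterokinase reporter on its substrate; USP2 core 10nM, Ub-CHOP2 and substrate 25nM each, 30min compound preincubation then 60min RT; data normalized to NEM, curves fitted.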
B2AR arrestin: agonists driving beta-arrestin recruitment to human beta2-adrenergic receptor; beta-arrestin recruitment to beta2AR, cell-based reporter; Potency, µM (highest dose often 46.1 µM), for inactives: top-dose activation, most hits filed as activators; hit rate 0.02% among 330,000;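 note: potency is the fitted concentration of half-maximal effect; 0% = DMSO controls and full agonism = EC100 isoproterenol or metaproterenol; nearly all actives have a fitted effect of over 65% in size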
ASM inhibitor: blocks human secretory acid sphingomyelinase; placental ASM, HMU-PC fluorogenic substrate, 60 min; Potency, µM (top dose mostly 57.5 µM), inactives show at the highest dose activity change, negative = inhibition, usual class: inhibitors; hit rate 0.006% among 340,000; AID 504937; note: potency is the fitted concentration of half-maximal effect
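qHTS format. ASM enzyme prepared from human placenta hydrolyses the fluorogenic substrate HMU-PC0 (9 uM final) over 60 min at 37 °C after a 10 min compound preincubation.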
BRCA1 expr act: increases BRCA1 expression | MCF7-BRCA1-FFLuc reporter, luminescence, 48 h; response scale: scaled: vehicle 0%, 10 µM genistein 100% | Potency, µM (highest dose often 46.1 µM), for inactives: at the top dose activation, usual class: activators | hit rate 1.1% among 380,000 | AID 624202; note: potency is the fitted concentration of half-maximal effect; nearly all actives have a fitted effect of over 80% in size; some results filed as inactive show a strong effect at the top dose
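48 h compound treatment of MCF7-BRCA1-FFLuc cells (phenol-red free MEM, 37 °C), then 15 min with luciferase substrate and luminescence imaging.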
a7 integrin act: activators of alpha7 integrin expression for muscular dystrophy | alpha7betagal myoblasts, beta-gal FDG fluorescence, 48 h | Potency, µM (top dose mostly 38.3 µM), for inactives: at the top dose activation, hits mostly activators | hit rate 0.064% among 350,000 | AID 624291;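 note: potency is the fitted concentration of half-maximal effect; 100% = response of the positive control SU9516; nearly all actives have a fitted effect of over 60% in size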
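alpha7betagal+/- myoblasts (passage 13, 250/well) treated 48 h at 37C with compounds at 1:260 dilution of DMSO stock. Lysed, then beta-galactosidase activity read as FDG fluorescence (ex 480/em 540) after 30 min, with pre-read for autofluorescence.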
Eya2 phos inh: inhibitors of human Eya2 phosphatase activity. AID 488837. hit rate 0.006% among 330,000. recombinant Eya2, OMFP fluorescence dephosphorylation (OMFP is methylfluorescein phosphate). O00167. Potency, µM (highest dose often 76.9 µM), without a hit: at the top dose activity, negative = inhibition, most hits filed as inhibitors; note: potency is the fitted concentration of half-maximal effect; % is set by controls: 0 for no effect and ±100 for the full control effect
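Eya2 protein (added as 0.2 uM solution) was preincubated with compound for 10 min at ambient temperature in 50 mM HEPES pH 7.5, 50 mM NaCl, 5 uM MgCl2, 0.05% BSA, 1 mM DTT. OMFP (added at 50 uM) then reacted 10 min; fluorescence read at 485/525 nm.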
uPA generation: inhibitors of cell surface uPA generation | hit rate 0.31% among 330,000 | AID 540303 | cell surface uPA generation assay, qHTS | Potency, µM (doses to about 38.3 µM), inactives show top-dose activity change, negative = inhibition, usual class: inhibitors; active = well fitted inhibition curve with a large enough effect; inconclusive = small, poorly fitted or top-dose-only effect; inactive = no such curve, though single readings can be large or run the other way; tested in mouse RAW 264.7 cells; note: potency is the fitted concentration of half-maximal effect; % is set by controls: 0 for no effect and ±100 for the full control effect; nearly all actives have a fitted effect of over 55% in size
ELG1 genotox: inducers of genotoxicity in HEK293T ELG1-luciferase cells | HEK293T ELG1-luciferase reporter, luminescence, 16 h | Potency, µM (series often up to 46 µM), inactives show at the highest dose activity change, positive = activation, hits mostly activators | hit rate 1.3% among 330,000; note: potency is the fitted concentration of half-maximal effect; % of control where 0% means no effect; nearly all actives have a fitted effect of over 60% in size
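Reporter readout depends on ELG1 protein level, which increases with genetic stress. After 16 hr compound exposure at 37 °C, luciferase activity was quantified using ONE-Glo.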
TRPV1 agonist: activates the human vanilloid receptor TRPV1; hit rate 0.19% among 320,000; AID 540275; TRPV1-expressing cells, Fluo-8 calcium influx, agonist mode; activation, % at 8.33 µM; in the data active = activation above about 80%; inconclusive = between about 30% and that limit; note: 0% is about no effect
Target sequence (Q8NER1 whole entry, looked up): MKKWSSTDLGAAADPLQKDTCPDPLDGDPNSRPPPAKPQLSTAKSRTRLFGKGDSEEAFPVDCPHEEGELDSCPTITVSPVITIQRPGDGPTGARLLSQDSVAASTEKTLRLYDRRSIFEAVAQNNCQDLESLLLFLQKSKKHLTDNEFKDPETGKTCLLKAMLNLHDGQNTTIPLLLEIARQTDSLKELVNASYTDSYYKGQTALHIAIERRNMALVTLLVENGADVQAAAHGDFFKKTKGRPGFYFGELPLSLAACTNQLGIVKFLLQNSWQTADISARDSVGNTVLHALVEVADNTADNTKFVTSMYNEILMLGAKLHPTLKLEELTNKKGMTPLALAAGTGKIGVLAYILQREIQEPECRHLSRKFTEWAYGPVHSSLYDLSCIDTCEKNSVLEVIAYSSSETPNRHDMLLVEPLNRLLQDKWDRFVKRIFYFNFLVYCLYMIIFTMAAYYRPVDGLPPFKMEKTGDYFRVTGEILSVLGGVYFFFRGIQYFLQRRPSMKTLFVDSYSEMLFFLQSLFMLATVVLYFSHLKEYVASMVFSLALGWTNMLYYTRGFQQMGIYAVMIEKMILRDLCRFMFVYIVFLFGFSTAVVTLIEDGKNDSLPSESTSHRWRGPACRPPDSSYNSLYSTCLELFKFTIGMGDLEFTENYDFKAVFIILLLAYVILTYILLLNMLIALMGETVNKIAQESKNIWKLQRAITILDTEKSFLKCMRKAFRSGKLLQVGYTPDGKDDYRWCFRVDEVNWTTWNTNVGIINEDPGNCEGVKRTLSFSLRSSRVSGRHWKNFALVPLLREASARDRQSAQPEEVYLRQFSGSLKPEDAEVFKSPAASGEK
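Fluo-8 calcium influx in TRPV1-expressing cells, kinetic read (ex 480/em 520 nm). Compound added and read 3 min for agonist activity, followed by capsaicin at EC20 final and 2 min further read for enhancement.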
An asterisk follows results filed as active; ? = inconclusive; / = not tested or not shown; [ ] = another dose, or the depositor's remark. Unless noted, calls come from the whole dose curve; as a rule, active = well fitted curve in the direction sought with a large enough effect; inconclusive = small, poorly fitted or top-dose-only effect, or another doubt; inactive = no such curve, though single readings can be large; an effect the other way counts as inactive or inconclusive.

Values run as follows: TSG101-PTAP inh	p53 reactivation	USP2a inh	B2AR arrestin	ASM inhibitor	BRCA1 expr act	a7 integrin act	Eya2 phos inh	uPA generation	ELG1 genotox	TRPV1 agonist
Cc1ccc(NC(=O)C2CCCN2C(=O)c2cccs2)cc1C (stereo not drawn)
→ -1.2%	6.2%	1.0%	-0.2%	1.7%	0.5%	8.1%	8.4%	-4.9%	-0.9%	-0.9
COc1ccc(N2CCN(S(=O)(=O)c3cc(C)ccc3OC)CC2)cc1
→ -1.2%	-6.4%	1.4%	-0.1%	0.6%	-15.9%	-17.8%	1.5%	2.5%	-4.2%	0.5
COc1ccccc1C(=O)NCC(=O)N1CCN(c2ncccn2)CC1
→ 0.2%	1.2%	-7.9%	-0.1%	-1.2%	5.0%	-9.5%	-5.3%	-7.6%	1.3%	-4.8
N/C(=N\S(=O)(=O)c1ccccc1)c1ccc([N+](=O)[O-])cc1
→ -0.4%	-8.3%	0.9%	-0.5%	0.2%	-13.4%	-20.2%	2.4%	1.3%	-3.5%	-3.1
Cc1ccc(/C=N/NC(=O)CSc2nc3ccccc3n2Cc2ccccc2)o1
→ 1.0%	-3.6%	3.8%	-0.3%	-8.9%	-5.4%	-11.2%	-16.2%	1.8%	-0.4%	1.7
CCn1c(=N)n(CC(=O)OC)c2ccccc21
→ -4.7%	-6.8%	2.7%	0.5%	2.4%	2.8%	17.6%	12.1%[15.4 µM]	2.7%	-0.8%	1.1
COc1ccc2nc(C)cc(SCC(=O)OC(C)C)c2c1
→ -20.8%	-1.2%	2.7%	-0.3%	-2.5%	-7.8%	-4.1%	0.6%	-6.6%	-13.3%	17.2
CCCCn1c(N)c(N(CCC(C)C)C(=O)c2cc(-c3ccco3)nc3ccccc23)c(=O)[nH]c1=O
→ 1.2%	8.1%	0.2%	-0.3%	22.6%	-4.3%	-22.6%	-13.6%	2.8%	7.9%	-1.4
COc1ccc2c(c1)CCc1c(C(=O)NCc3ccco3)noc1-2
→ -9.0%	?	4.7%	0.4%	-2.1%	6.31µM*	5.8%	-10.6%	/	?	1.8
Cc1cccc(NC(=O)COC(=O)c2ccccc2-c2nc3ccccc3s2)c1C
→ -0.1%	-4.2%	-3.1%	0.2%	-2.4%	2.5%	-26.0%	-7.4%	6.7%	-5.3%	1.6
CC1CCCCN1C(=O)c1ccc(CS(=O)(=O)Cc2ccccc2)cc1 (stereo not drawn)
→ 1.0%	15.8%	3.0%	-0.2%	-1.2%	-10.8%	0.0%	2.9%	0.4%	-11.1%	2.3
CN(C)c1ccc(C(=O)OCC(=O)NCCC2=CCCCC2)cc1
→ 1.3%	-1.2%	-0.8%	-0.1%	-3.1%	-1.6%	0.0%	-2.4%	0.5%	-4.2%	6.6
CN(C)CCCNC(=O)/C(=C\C=C\c1ccccc1)NC(=O)c1ccc([N+](=O)[O-])cc1
→ 0.2%	1.4%	-1.4%	0.7%	-1.9%	-9.4%	-50.7%[inhibitor]	-6.7%	1.0%	-2.8%	1.3
C[C@@H]1CN([C@H](C)CO)C(=O)c2cc(NC(=O)Nc3ccc(F)cc3)ccc2O[C@H]1CN(C)C(=O)Nc1ccc(C(F)(F)F)cc1
→ 2.0%	12.0%	-18.9%	-0.6%	?	-36.5%	-8.3%	-2.6%	4.7%	-5.8%	/
O=C([C@H](O)c1ccccc1)N1CCC[C@H]1CO
→ -0.2%	4.3%	1.1%	5.8%	3.3%	-6.7%	18.2%	-2.9%	11.2%	0.7%	-0.8
CCN1CCN(C(CNS(=O)(=O)c2ccc(OC)c(C)c2)c2cccnc2)CC1 (stereo not drawn)
→ -0.4%	6.6%	-1.1%	-0.2%	9.7%	-17.0%	1.3%	-0.3%	-2.4%	7.1%	-5.7
CCC(=O)Nc1cccc(-c2cnc3ccccc3n2)c1
→ -1.4%	?	5.9%	-0.4%	-2.0%	?	-2.2%[7.66 µM]	-6.6%	0.8%	?	5.1
O=[N+]([O-])c1ccc(NN=Cc2ccc(O)cc2)nc1
→ -4.2%	/	/	/	-2.6%	?	-9.1%	/	-7.2%	/	/
O=C(CCNS(=O)(=O)c1cccc2nsnc12)NCCC1=CCCCC1
→ 0.4%	-0.7%	2.2%	-0.5%	1.8%	1.8%	-7.9%	-1.9%	-3.1%	-1.0%	4.2
CCOC(=O)/C(C#N)=C/c1c(N2CCN(Cc3ccc4c(c3)OCO4)CC2)nc2c(C)cccn2c1=O
→ 2.2%	-1.1%	-1.1%	0.9%	-5.2%	-38.1%	13.7%	1.1%	-11.5%	-6.9%	0.4
Cc1ccc(S(=O)(=O)Nc2cccc(S(=O)(=O)N3CCCC3)c2)cc1C
→ -0.8%	0.3%	1.3%	-0.2%	-0.1%	-3.1%	-2.7%	-5.6%	7.7%	0.1%	14.7
COc1ccc(C(C(=O)NC2CCCC2)N(C(=O)c2ccco2)c2cc3c(cc2C(C)=O)OCO3)cc1OC (stereo not drawn)
→ -5.0%	2.4%	1.1%	0.6%	-0.5%	-10.5%	-47.5%[inhibitor]	9.3%	3.0%	-9.6%	3.6
CN(C(=O)COC(=O)CNC(=O)C12CC3CC(CC(C3)C1)C2)C1CCS(=O)(=O)C1 (stereo not drawn)
→ -0.6%	-9.5%	1.5%	-0.1%	4.6%	3.7%	29.5%	0.5%	-1.3%	1.0%	16.0
Cc1cc(C)n2nc(C(=O)Nc3nnc(C4CC4)s3)nc2n1
→ -3.0%	-10.2%	-1.3%	-0.2%	2.9%	13.6%	18.8%	4.8%	0.4%	1.8%	0.6
O=c1oc2ccccc2c2c1nnn2CCO
→ 0.6%	-5.6%	0.4%	-0.4%	-1.1%	0.8%	-4.5%	8.5%	3.7%	0.9%	-4.0
Cc1onc(-c2ccccc2Cl)c1C(=O)Nc1nnc(Cc2ccc(Cl)cc2)s1
→ -2.7%	-3.1%	1.9%	0.7%	-9.5%	-21.8%	-9.4%	8.5%	-0.8%	1.3%	2.9
COc1ccc(S(=O)(=O)Nc2cc(Cl)ccc2-n2cncn2)cc1
→ -4.8%	4.3%	0.2%	-2.0%	-2.5%	1.2%	6.4%	19.3%	?	2.7%	1.3
Cc1ccc(NC(=O)c2ncn(CCCNCC(C)c3ccccc3)n2)cc1C (stereo not drawn)
→ -12.9%	/	/	/	-8.5%	-32.4%	-18.0%	/	-28.7%	/	/
Cc1c(Cl)cnc(NC(=O)COC(=O)C2CC3CCCC(C2)C3=O)c1Cl (stereo not drawn)
→ -2.9%	8.1%	1.8%	0.4%	3.2%	-3.1%	13.0%	-6.9%	3.3%	-2.4%	2.3
Cc1ccc(C(=O)N/N=C/c2ccc(-c3ccccc3[N+](=O)[O-])o2)cn1
→ -7.3%	18.6%	1.9%	0.4%	-4.0%	-34.8%	-31.4%[inhibitor]	-1.4%	1.4%	-1.4%	-0.6
COc1ccc(CCNC(=O)CSc2nnnn2-c2ccccc2OC)cc1OC
→ -0.5%	-1.0%	0.7%	-0.2%	11.0%	0.9%	-9.6%	4.2%	4.5%	-9.1%	2.4
COc1ccc(C(=S)N2CCN(C)CC2)cc1Br
→ -7.0%	-0.7%	1.2%	-0.7%	0.8%	-1.3%	8.2%	-4.3%	-2.9%	0.1%	-0.1
CC(C)CC1C2C(=O)N(c3ccccc3)C(=O)C2ON1c1ccccc1 (stereo not drawn)
→ -2.5%	2.1%	2.9%	-0.5%	0.3%	9.1%	4.7%	-9.1%	-2.1%	-2.3%	28.5
CC(C)(C)c1ccc(S(=O)(=O)NCC(=O)Nc2sc3c(c2C(N)=O)CCCC3)cc1
→ -6.7%	0.6%	-0.1%	-0.3%	-17.4%	-24.2%	10.1%	2.4%	7.0%	-9.8%	-0.2
COc1ccc(C(=O)N2CCOC2CNC(=O)C(=O)NCCc2ccc(OC)c(OC)c2)cc1 (stereo not drawn)
→ /	27.5%	3.8%	0.1%	-3.2%	-14.5%	-28.6%	24.4%	2.9%	-2.3%	-6.7
Cc1cnn(CCC(=O)NNC(=S)Nc2ccccc2)c1
→ -10.7%	-4.1%	0.1%	-0.5%	4.3%	10.4%	10.2%	-7.9%	/	0.6%	1.4
O=c1c2ccc([N+](=O)[O-])c3cccc(c32)c2nc3ccccc3n12
→ /	2.1%	1.6%	-0.3%	/	/	/	4.5%	/	-1.2%	3.3

Screening results as filed in PubChem.
